Rin1 Abl inh: inhibitors of Rin1-Abl protein binding, primary screen, biochemical, TR-FRET; Tyrosine-protein kinase ABL1 (Homo sapiens) + Ras and Rab interactor 1 (Homo sapiens), …; inhibition, % at 7.35 µM; hit rate 0.4% among 360,000; in the data active = inhibition above about 5%, passing the limit was not always enough
MLLE-PAM2 inh: inhibitors of PABP1 MLLE–PAM2 peptide binding, primary screen, biochemical, fluorescence polarization, FITC-PAM2, GST-MLLE | inhibition, % at 20 µM | Polyadenylate-binding protein 1 (Homo sapiens), P11940 | hit rate 0.36% among 360,000; in the data active = inhibition above about 35%, passing the limit was not always enough;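 note: plate controls were DMSO wells with GST-MLLE for no effect and wells lacking GST-MLLE protein for full effect; some results filed as inactive read as strong as hits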
E coli Lon inh: inhibitors of E. coli Lon protease, primary screen, biochemical, fluorescence polarization; P0A9M0; inhibition, % at 7.94 µM; purified E. coli Lon protease; AID 602123, 2011; hit rate 0.42% among 360,000; in the data active = inhibition above about 13%, passing the limit was not always enough;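 note: 0% = enzyme with probe and DMSO and 100% = no enzyme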
MT1-MMP act inh: blockers of MT1-MMP proenzyme processing, primary screen, HT1080 RFP-PRO-GFP cells, GFP/RFP fluorescence. GFP/RFP ratio fluorescence, overnight; percent of plate control window, DMSO zero. Matrix metalloproteinase-14 (Homo sapiens), P50281. hit rate 0.061% among 360,000. GFP/RFP ratio change, % at 20 µM. AID 651647, 2012;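 active = GFP/RFP ratio change of at least 30% with cell ATP level not reduced by more than half and red fluorescence within 50% of control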; note: strong numbers were not always called active
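Assay system: HT1080 RFP-PRO-GFP cells. Benchmarks: DMSO vehicle wells and RFP-L50D-GFP reporter cell wells. Times: overnight cell settling, then overnight compound exposure, 37 °C, 5% CO2. Compound: 20 µM single dose, 1% DMSO. Read-out basis: GFP/RFP fluorescence ratio.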
MsrA act: bovine MsrA enzyme activators, primary screen, biochemical, absorbance, HTS. hit rate 0.3% among 360,000. purified bovine MsrA, absorbance read-out. AID 602163, 2012. activation, % at 10.6 µM; in the data active = activation above about 7.5%;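 note: 0% = vehicle and 100% = reference activator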
Rpn11 block: Rpn11 (PSMD14) deubiquitinase inhibitors, primary screen, biochemical, fluorescence polarization, uHTS; 26S proteasome non-ATPase regulatory subunit 14 (Homo sapiens), O00487; human 26S proteasome, Ub4-pepOG fluorescence polarization; 20S core pre-blocked with epoxomicin; calls only at 20 µM; hit rate 0.59% among 360,000; AID 588493, 2011;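 active = inhibition at 20 µM, scaled to each plate's controls, above about 33%, limit read from the data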
MsrA inh: bovine MsrA enzyme inhibitors, primary screen, biochemical, absorbance, HTS | Methionine sulfoxide reductase A (Bos taurus) | purified bovine MsrA, absorbance read-out | inhibition, % at 15.5 µM | hit rate 0.75% among 360,000 | AID 651718, 2012; in the data active = inhibition above about 4.5%;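 note: 0% = vehicle wells with enzyme and 100% = reference inhibitor wells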
FAS TE block: FAS thioesterase domain inhibitors, primary screen, biochemical, fluorescence intensity, uHTS | hit rate 0.67% among 360,000 | Fatty acid synthase (Homo sapiens), P49327 | inhibition, % at 15 µM | recombinant FAS-TE, OMFH fluorogenic substrate, fluorescence endpoint | AID 602261, 2012;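 active = compounds whose normalised, plate-corrected inhibition of enzyme fluorescence in the single-dose primary screen is 50% or more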;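 note: 0% = DMSO with enzyme and 100% = substrate without enzyme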
CSN deneddyl inh: inhibitors of CSN-mediated cullin deneddylation, primary screen, biochemical, fluorescence polarization, uHTS | Purified CSN, SCF-Nedd8-OG deneddylation | hit rate 0.38% among 360,000 | inhibition, % at 12.5 µM;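 active = pattern-corrected inhibition above about 35%, with an unprinted fluorescence ratio check between 0.5 and 1.5, limit read from the data, passing the limit was not always enough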;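 note: 0% = enzyme with substrate and 100% = substrate without enzyme; some results filed as inactive read as strong as hits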
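Test system: Human Csn5 produced in HEK293T cells | Compound: 12.5 µM single point | Times: 90 min, room temperature | Signal: Fluorescence polarization readout | Read-out basis: % inhibition of substrate cleavage by Csn5 | Controls: no-enzyme wells high, enzyme-with-substrate wells low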
Active calls of the source: *; i = inactive; . = no result given.

structure	Rin1 Abl inh	MLLE-PAM2 inh	E coli Lon inh	MT1-MMP act inh	MsrA act	Rpn11 block	MsrA inh	FAS TE block	CSN deneddyl inh
COc1cccc(NC(=O)CN(C)C(=O)c2ccc3ccccc3c2)c1	-1	-12	-7	2	-2	i	0.4	-3	-1
Cc1ccccc1NS(=O)(=O)c1ccc(NC(=O)CSCc2ccc(Br)cc2)cc1	0	-7	4	-2	-1	i	0.6	39	1
NCC12CC3CC(C1)CC(CN)(C3)C2	0	1	7	-3	-3	i	0.6	-9	4
O=C1CC(c2c(F)cccc2Cl)C(n2cncn2)C(O)=C1C1NCCc2ccccc21 (centres undefined)	-2	9	-1	1	-4	i	-1.6	-5	-4
CC(C)N1CCC(N2CCN(Cc3ccc(Oc4ncccn4)cc3)CC2CCO)CC1 (centres undefined)	-2	2	0	5	-1	i	0.5	-7	2
COc1ccc(N2CCN(S(=O)(=O)c3c(C)noc3/C=C/N(C)C)CC2)cc1	1	5	-37	-4	-6	i	2.9	11	4
Cn1c(-c2ccccc2)cnc1NCc1ccccc1	0	0	-3	2	-7	i	-0.3	-5	0
O=C(CSc1nnc(CSc2nc3ccccc3s2)o1)NC1CCCCC1	1	7	5	-1	2	i	0.3	1	-4
Cc1ccc(C)c(N2CCN(C(=O)CCc3nc(-c4cccc(C(F)(F)F)c4)no3)CC2)c1	-1	2	-7	2	0	i	1.0	22	6
O=c1cnn([C@@H]2O[C@H](CO)[C@@H](O)[C@H]2O)c(=O)[nH]1	1	0	-1	0	-3	i	.	-3	-2
O=C(Cc1ccc(-n2c(=O)[nH]c3ccsc3c2=O)cc1)NCc1cccnc1	-3	8	0	1	5	i	-1.2	-6	0
CN(C)S(=O)(=O)c1cccc(NC(=O)COC(=O)/C=C/c2ccc(Br)o2)c1	-1	-4	-6	-3	-5	i	1.4	12	6
CC1=C(C(=O)N2CCOCC2)CC(CC(=O)NC2CCCCC2)C(=O)N1Cc1ccc(C(C)(C)C)cc1 (centres undefined)	4	4	1	2	-1	i	-0.7	6	-2
CCOc1cc(/C=C/C(=O)OCC(=O)NCc2ccco2)cc(Cl)c1OC	-1	-10	-1	2	-6	i	0.6	9	0
COc1cc(C=C(OC(C)=O)c2ccc3c(c2)OCO3)cc(OC)c1OC	0	20	5	6	-5	i	3.3	16	-4
CCOc1ccc(N(C(=O)CNC(=O)c2ccco2)C(C(=O)NCC2CCCO2)c2ccccc2)cc1 (centres undefined)	-1	10	6	-2	-7	i	0.0	-4	3
COc1cc(/C=C/c2ccc(O)cc2)cc(OC)c1	1	-18	1	4	-2	i	1.1	10	0
O=C(CSC1CC(=O)N(CC(c2ccccc2)c2ccccc2)C1=O)Nc1ccc(Cl)cc1 (centres undefined)	8	4	-7	1	0	i	1.1	24	5
CC(C)CN(C(=O)COc1ccc(Br)cc1C=O)C1CCS(=O)(=O)C1 (centres undefined)	1	-7	-2	-13	-2	i	0.4	-1	-1
CCOC(=O)C1CCN(C(=O)c2cc3c(C)cc(C)cc3[nH]2)CC1	-1	5	-6	1	0	i	0.8	5	4
Nc1nnc(SCC(=O)Nc2ccccc2N2CCOCC2)s1	-1	-6	14	-1	-2	i	-1.8	-10	4
COC(=O)C1=C(C)N(Cc2ccccc2)C(=O)N[C@H]1c1cccc(C(F)(F)F)c1	0	3	2	2	-4	i	0.6	19	-3
C=CCn1c(COc2ccccc2)nnc1SCc1ccc(C#N)cc1	-2	-28	-15	2	-1	i	-0.9	4	1
COC(=O)NNC(=O)COc1cc(C)c(Br)cc1C(C)C	0	11	1	-15	1	i	0.7	-9	-8
COc1ccccc1OCc1ccc(C(=O)NCC2CCCO2)o1 (centres undefined)	-4	16	-3	1	-11	i	-0.6	-10	4
Cc1noc(C)c1S(=O)(=O)N1CCC(C(N)=O)CC1	-4	3	-3	-2	-1	i	-0.5	-6	1
COc1ccc(S(=O)(=O)N2CCCCC2)cc1NC(=O)c1cccc(S(=O)(=O)N2CCOCC2)c1	-3	-31	-1	-1	-4	i	-0.2	19	-3
COc1ccc(/C=C(\C#N)C(=O)NCc2cccs2)cc1OC	2	3	-12	-6	-4	i	2.2	-6	-19
O=C(C1=C[C@@H](c2ccc3c(c2)OCO3)C[C@@H](OCCCCO)O1)N1CCN(Cc2ccc3c(c2)OCO3)CC1	2	-7	3	0	-9	i	-0.2	3	-3
Cc1ccccc1OCC(=O)N/N=C/C=C/c1ccccc1	-3	3	-7	-6	0	i	0.5	6	0
C/C(=N\Nc1cccc([N+](=O)[O-])c1)c1ccccc1O	-2	-8	-9	5	-5	i	0.0	31	-4
Cc1cccn2c(=O)c3cc(C#N)c(=NC(=O)c4cccs4)n(CCCOC(C)C)c3nc12	-4	107	3	3	-3	i	-0.4	52*	-20

Compound profiles, as listed above. Screens in order: Rin1 Abl inh | MLLE-PAM2 inh | E coli Lon inh | MT1-MMP act inh | MsrA act | Rpn11 block | MsrA inh | FAS TE block | CSN deneddyl inh
Entry for Cc1cccn2c(=O)c3cc(C#N)c(=NC(=O)c4cccs4)n(CCCOC(C)C)c3nc12 = -4 | 107 | 3 | 3 | -3 | i | -0.4 | 52* | -20
Entry for COc1cc(C=C(OC(C)=O)c2ccc3c(c2)OCO3)cc(OC)c1OC = 0 | 20 | 5 | 6 | -5 | i | 3.3 | 16 | -4
Entry for COC(=O)NNC(=O)COc1cc(C)c(Br)cc1C(C)C = 0 | 11 | 1 | -15 | 1 | i | 0.7 | -9 | -8
Entry for O=C1CC(c2c(F)cccc2Cl)C(n2cncn2)C(O)=C1C1NCCc2ccccc21 (centres undefined) = -2 | 9 | -1 | 1 | -4 | i | -1.6 | -5 | -4

Next part.
structure	Rin1 Abl inh	MLLE-PAM2 inh	E coli Lon inh	MT1-MMP act inh	MsrA act	Rpn11 block	MsrA inh	FAS TE block	CSN deneddyl inh
COc1ccccc1-n1cnnc1SCC(=O)N1CC(=O)Nc2ccccc21	3	-9	2	1	2	i	-0.3	-2	-4
CC(/C=N/NC(=O)c1ccccc1F)c1ccccc1 (centres undefined)	-1	12	-1	-3	-1	i	-0.3	-1	-3
CC(=O)Nc1ccc2c(c1)ncn2-c1ccc(C)cc1	3	9	-4	2	-2	i	1.1	-3	-1
O=C(NC1CCCC1)c1ccc2c(c1)S(=O)(=O)c1ccccc1C2=O	0	-4	7	1	-3	i	1.6	-2	2
O=C(NCc1ccccc1)C1c2ccccc2OCC(=O)N1CCc1ccccc1 (centres undefined)	.	.	-7	3	-2	.	-0.5	-2	0
CC(OC(=O)c1ccccc1OCc1ccc(Cl)cc1)C(N)=O (centres undefined)	0	-18	-1	2	-2	i	-0.7	-1	-3
Cc1cc(=O)[nH]c(SCC(=O)Nc2ccc(F)c([N+](=O)[O-])c2)n1	1	3	-7	7	-1	i	0.9	12	-8
Cc1c(Cl)ccc2c(C(N)=O)cc(-c3ccccn3)nc12	-1	-1	5	-15	-5	i	0.5	-3	-2
c1ccc(CNc2nc(-c3ccccn3)nc3ccccc23)cc1	2	-6	-11	-2	0	i	1.9	-4	2
COc1ccc(F)c(CN2CCC(CO)(Cc3cccc(C(F)(F)F)c3)CC2)c1	1	6	-1	-1	-5	i	1.7	8	4
CCOc1ccc(NS(=O)(=O)c2ccc(NS(=O)(=O)c3cccs3)cc2)cc1	0	-10	-4	-4	-4	i	-0.7	-1	3
CCc1ccc(OC(=O)Cc2ccc(OC)c(S(=O)(=O)N3CCOCC3)c2)cc1	2	-45	-7	0	-2	i	0.8	22	0
O=C(N/N=C/C=C\c1ccccc1)c1cnccn1	0	6	4	-1	-6	i	3.1	-5	-1
Cc1cccc(C(=O)NCC(=O)N2CC=C(c3ccccc3)CC2)c1	1	8	-4	0	-2	i	0.7	3	2
CC(C)CNC(=O)CCc1nc(-c2ccccc2)no1	-2	-7	-5	1	-2	i	1.1	-5	-3
COC(=O)C1=C(C)N(C)C(=S)NC1c1ccccc1 (centres undefined)	0	-29	-11	4	-5	i	-1.2	-14	0
O=C1NC[C@H](Cc2ccccc2)N(C[C@H]2CCCN2C[C@H](Cc2ccccc2)N2C[C@H](Cc3ccccc3)N(CC3CCCCC3)C(=O)C2=O)C1=O	-1	2	-5	-5	-5	i	1.9	16	-2
CCOc1ccc(Br)cc1S(=O)(=O)NC1CCCC1	-2	14	-6	-3	-1	i	0.8	5	-8
O=C(Nc1cccc(-n2cnnn2)c1)c1cccs1	4	1	-14	2	-4	i	-1.5	3	3
Cc1nn(CC(=O)NC(C)CCc2ccccc2)c(=O)c2nn(-c3ccccc3)c(C)c12 (centres undefined)	1	13	2	4	0	i	-1.6	-1	6
Cc1ccc(CNC(=S)Nc2ccc(NS(=O)(=O)c3ccc(C)cc3)cc2)cc1	1	-8	5	4	-1	i	-0.1	12	1
CC(C)NC[C@H](O)COc1cccc2[nH]ccc12	-3	6	-2	-1	-2	i	-0.7	-3	-1
COc1ccc(C(CCNCc2ccc(OC(C)C)cc2)C(C)C)cc1 (centres undefined)	3	2	14	1	5	i	-0.9	-3	2
Oc1ccc(C[C@@H](CN2CCCC2CN2C(=S)NC[C@@H]2Cc2ccccc2)N2C[C@H](Cc3ccccc3)N(CC3CCCCC3)C2=S)cc1 (some centres undefined)	.	.	-5	-3	-7	.	1.5	-93	2
O=C(c1cccs1)N1C[C@@H](O)[C@H](n2cc(-c3ccc(F)cc3)nn2)C[C@@H]1c1ccc(Cl)cc1	-2	11	0	4	-3	i	2.1	12	-4
Cc1ccc(N2C(=O)C3N=NN(CC(=O)N4N=C(c5cccc6ccccc56)CC4c4ccccc4)C3C2=O)cc1 (centres undefined)	0	1	2	-6	2	i	2.0	83*	-3
CN(C)/C=C/C(=O)c1cnc(-c2ccccc2)s1	3	-2	-6	-3	-2	i	0.6	-7	-1
c1ccc(C2(c3ccccc3)OCC(Cn3cncn3)O2)cc1 (centres undefined)	2	-4	-9	2	-4	i	-0.6	-2	0
O=C(CN(Cc1ccccc1F)C(=O)c1csnn1)NCc1ccc2c(c1)OCO2	1	24	0	-2	-9	i	-0.1	3	3
COc1ccc(C(=O)N2CCCC(c3cc(C(=O)NCc4cccnc4)no3)C2)cc1 (centres undefined)	-5	-2	2	-4	-5	i	0.6	-11	-1
C=CCN1C(=O)c2ccc(C(=O)N(C)Cc3ccc(C)o3)cc2C1=O	0	8	6	4	-13	i	1.6	-7	-3
Cc1ccccc1NC(NC(=O)OCCn1c([N+](=O)[O-])cnc1C)C(Cl)(Cl)Cl (centres undefined)	1	-4	-3	1	-6	i	0.8	14	-9
CCOC(=O)c1c(C)c(C(=O)NCCCN2CCCC2=O)c(C)n1CC	1	-8	2	-5	-2	i	0.4	-7	-8
